Source: PubChem (National Center for Advancing Translational Sciences (NCATS))
ERG Ets-DNA blk = qHTS for Small Molecule Inhibitors of the ERG Ets/DNA interaction. fluorescence polarization, His-ERG Ets domain / labelled DNA. Potency, µM (top dose mostly 76.9 µM), without a hit: at the top dose FP activity, negative = inhibition, actives largely listed as inhibitors. 370,000 tested, 0.028% active. AID 624246, 2012; active = well fitted inhibition curve with a large enough effect in the polarisation, with a control signal flat; inconclusive = small, poorly fitted or top-dose-only effect, or effect the other way, or a change in a side signal; inactive = no such curve, though single readings can be large or run the other way; the % refers to the polarisation;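 also: polarization taken with two DNA probes labelled with fluorescein and Texas red; potency is read from the fitted curve at half-maximal effect; % of control where 0% means no effect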
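His-tagged ERG Ets domain (1 uM in the protein solution; 300mM KCl, 50mM Tris-HCl, 1mM EDTA, 1mM DTT, pH 7.5) received compound, then a probe mix of 5 nM fluorescein-DNA and 100nM Texas-615-DNA. Fluorescence polarization was read for both dyes.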
Anesthetic bind = qHTS Assay for Identification of Novel General Anesthetics. apoferritin/1-aminoanthracene competitive binding, fluorescence. Potency, µM (top dose mostly 77.5 µM), for the others: at the top dose activity change, negative = displacement, actives largely listed as inhibitors. AID 485281, 2010. 350,000 tested, 0.074% active; also: potency is read from the fitted curve at half-maximal effect; % is scaled to controls: 0 for no effect and ±100 for the full control effect; nearly all actives have a fitted effect of over 20% in size
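Horse-spleen apoferritin (10 uM) was mixed with 50% saturated 1-aminoanthracene in PBS, exposed to compounds for 10 min at room temperature, and read for fluorescence (ex 380 nm, em 535 nm). Competitive displacement was fitted with a four-parameter Hill equation.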
TRHR ag = qHTS for Small Molecule Agonists and Allosteric Enhancers of Human TRH Receptor: Primary Screen for Agonists; TRHR cells, calcium flux fluo-8, FDSS agonist mode; 360,000 tested, 0.18% active; Thyrotropin-releasing hormone receptor (Homo sapiens), P34981; activation, % at 2 µM; in the data active = activation above about 30%; also: 0% is about no effect
Target sequence (P34981 whole entry, looked up): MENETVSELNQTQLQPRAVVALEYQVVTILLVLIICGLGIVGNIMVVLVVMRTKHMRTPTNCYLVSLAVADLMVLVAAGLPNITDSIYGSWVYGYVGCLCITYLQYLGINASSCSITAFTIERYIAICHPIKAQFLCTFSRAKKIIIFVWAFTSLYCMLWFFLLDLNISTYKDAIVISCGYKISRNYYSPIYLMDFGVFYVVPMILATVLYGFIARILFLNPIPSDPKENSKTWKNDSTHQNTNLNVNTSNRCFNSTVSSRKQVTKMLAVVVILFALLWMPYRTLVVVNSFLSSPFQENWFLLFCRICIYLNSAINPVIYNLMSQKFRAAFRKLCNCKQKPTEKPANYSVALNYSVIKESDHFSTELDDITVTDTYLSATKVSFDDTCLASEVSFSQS
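TRHR-expressing cells, plated overnight in medium with 10% serum, were loaded with fluo-8 calcium dye at room temperature. After a 10 s baseline, library compound was pin-added and calcium release was recorded kinetically (ex 480/em 530) as agonist response.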
BLM inh = qHTS Assay for Inhibitors of Bloom's syndrome helicase (BLM). RecQ-like DNA helicase BLM (Homo sapiens), P54132. recombinant BLM DNA unwinding, fluorescence dequenching. Potency, µM (titrated, usually from 56.1 µM), without a hit: top-dose activity change, negative = inhibition, hits mostly inhibitors. 350,000 tested, 0.2% active. AID 2528, 2010;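 also: potency is read from the fitted curve at half-maximal effect; plate controls were vehicle for no effect and no enzyme for full effect; nearly all actives have a fitted effect of over 35% in size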
Pol iota inh = qHTS for Inhibitors of Polymerase Iota | DNA polymerase iota (Homo sapiens), Q9UNA4 | 390,000 tested, 1% active | Potency, µM (top dose mostly 115 µM), without a hit: at the highest dose activity, negative = inhibition, most hits filed as inhibitors | Pol iota fluorescent replication assay, 10 min | AID 588590, 2011; also: potency is read from the fitted curve at half-maximal effect
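Fluorescent replication assay read twice, at 0 min and 10 min after adding 50 nM (final) substrate. Enzyme (10 nM) and compounds were first incubated 15 min at room temperature; enzyme-free buffer wells were negative controls.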
ALOX12 inh = Primary qHTS assay for inhibitors of human arachidonate 12S-lipoxygenase (ALOX12): Round 2; purified 12hLO, xylenol orange hydroperoxide absorbance; Polyunsaturated fatty acid lipoxygenase ALOX12 (Homo sapiens), P18054; 580,000 tested, 1.1% active; Potency, µM (highest dose often 108 µM), for inactives: at the highest dose activity change, negative = inhibition, usual class: inhibitors; also: potency is read from the fitted curve at half-maximal effect; % is scaled to controls: 0 for no effect and ±100 for the full control effect
Target sequence (P18054 whole entry, looked up): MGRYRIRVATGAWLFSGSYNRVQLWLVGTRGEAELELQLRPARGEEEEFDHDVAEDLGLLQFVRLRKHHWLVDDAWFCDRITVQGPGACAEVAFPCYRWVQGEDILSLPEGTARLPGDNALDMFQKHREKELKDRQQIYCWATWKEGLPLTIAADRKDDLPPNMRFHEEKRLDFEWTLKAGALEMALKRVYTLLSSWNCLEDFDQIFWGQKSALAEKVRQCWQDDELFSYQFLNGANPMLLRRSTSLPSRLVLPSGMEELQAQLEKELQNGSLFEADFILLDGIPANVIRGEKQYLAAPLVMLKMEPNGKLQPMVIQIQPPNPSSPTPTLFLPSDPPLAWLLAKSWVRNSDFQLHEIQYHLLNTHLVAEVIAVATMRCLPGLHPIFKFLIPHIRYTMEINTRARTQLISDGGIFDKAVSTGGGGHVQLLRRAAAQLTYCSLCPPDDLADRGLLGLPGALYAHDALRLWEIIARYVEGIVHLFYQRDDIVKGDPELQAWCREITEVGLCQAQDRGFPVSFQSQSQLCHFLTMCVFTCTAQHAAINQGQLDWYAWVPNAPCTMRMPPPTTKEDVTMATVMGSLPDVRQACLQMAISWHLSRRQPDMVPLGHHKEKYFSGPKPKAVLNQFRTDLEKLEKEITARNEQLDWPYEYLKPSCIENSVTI
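Purified human 12hLO at 150 nM in 25 mM Hepes, 0.01% Triton X-100, pH 7.0, preincubated 15 min at room temperature with compound. Reaction started with 40 uM arachidonic acid, 30 min at room temperature. Hydroperoxide measured by Fe-xylenol orange, 573/405 nm absorbance ratio.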
Pol kappa inh = qHTS for Inhibitors of Polymerase Kappa; DNA polymerase kappa (Homo sapiens), Q9UBT6; purified Pol kappa, fluorescent DNA synthesis assay, 10 min; Potency, µM (highest dose often 107 µM), for inactives: at the highest dose activity, negative = inhibition, usual class: inhibitors; 400,000 tested, 0.53% active; AID 588579, 2011; also: potency is read from the fitted curve at half-maximal effect; % is scaled to controls: 0 for no effect and ±100 for the full control effect
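Readout: fluorescence, taken kinetically at 0 and 10 min. Conditions: 10 nM Pol kappa, 15 min RT compound preincubation, 50 nM substrate final. Controls: enzyme-free buffer wells.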
Pol beta inh = qHTS Assay for Inhibitors of DNA Polymerase Beta | P06746 | Pol beta primer extension/strand displacement, fluorescence kinetic | Potency, µM (doses to about 114 µM), inactives show at the top dose activity change, negative = inhibition, hits mostly inhibitors | 340,000 tested, 1.3% active | AID 485314, 2010; also: potency is read from the fitted curve at half-maximal effect; % is scaled to controls: 0 for no effect and ±100 for the full control effect
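Reaction started by 50 nM substrate onto compound-treated Pol beta (10 nM, 15 min preincubation, room temperature); plates read at 0 min and 10 min. Normalized concentration-effect data fitted by four-parameter Hill equation.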
APE1 inh = qHTS Assay for Inhibitors of the Human Apurinic/apyrimidinic Endonuclease 1 (APE1); Potency, µM (highest dose often 65.8 µM), without a hit: at the highest dose activity change, negative = inhibition, actives largely listed as inhibitors; recombinant APE1, TAMRA/BHQ-2 abasic DNA cleavage fluorescence; 350,000 tested, 0.35% active;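 also: potency is read from the fitted curve at half-maximal effect; plate controls were vehicle for no effect and reference inhibitor for full effect; nearly all actives have a fitted effect of over 55% in size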
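Substrate: short duplex with […] THF abasic site, 5'-TAMRA and 3'-BHQ-2, 50 nM final. APE1 at 0.75 nM, preincubated 15 min RT with compound. Fluorescence increase from first to third read measured activity.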
Starred values were filed as active, the others as inactive; ? = inconclusive; . = not tested or not shown; & = joins results of further samples; [ ] = dose if it differs, or a comment. Unless noted, calls follow the shape of the dose curve; as a rule, active = well fitted curve in the direction sought with a large enough effect; inconclusive = small, poorly fitted or top-dose-only effect, or another doubt; inactive = no such curve, though single readings can be large; an effect the other way counts as inactive or inconclusive.

molecule	ERG Ets-DNA blk	Anesthetic bind	TRHR ag	BLM inh	Pol iota inh	ALOX12 inh	Pol kappa inh	Pol beta inh	APE1 inh
COc1ccc(-n2c3c(cc(C(=O)Nc4cccc(C)n4)c2=O)C(=O)CC(C)(C)C3)cc1	0.9%	-6.2%	0.0	-4.7%	150.7%[activator]	4.0%	-8.0%	-26.3%	1.5%
C/C(CC(O)(/C=N/O)c1ccccc1)=N\O (stereo not given)	-6.7%	-2.2%	0.6	2.4%	21.8%	-13.5%	-7.6%	-10.4%	3.7%
COc1ccc(CCNCc2c(-c3ccccc3)n(C)c3ccccc23)cc1	1.5%	-19.9%	3.8	13.9%	41.6%[activator]	?	-16.4%	20.0%	16.7%
COCCCNC(c1ccccc1)c1ccncc1 (stereo not given)	-2.2%	-5.2%	-1.0	0.9%	12.6%	?	-10.9%	-0.2%	-1.9%
COc1cccc(Cn2c(=O)n(Cc3ccccc3)c(=O)c3c2c2cc(OC)ccc2n3C)c1	-5.5%	5.1%	0.1	-2.3%	9.5%	-6.5%	-12.2%	14.2%	.
CN(C)c1nc(-c2ccccc2)cc(C(F)(F)F)c1C#N	6.4%	-15.0%	0.2	0.2%	0.9%	-1.2%	6.7%	-1.9%	-1.8%
C[C@H](CO)N1C[C@H](C)[C@@H](CN(C)S(=O)(=O)c2cccs2)Oc2ccc(NC(=O)Nc3ccccc3)cc2C1=O	11.9%	.	.	.	4.3%	?	-5.4%	.	19.8%
CC(C)(C)NC(=O)C(c1ccc(O)cc1)N(C(=O)CCC(=O)Nc1nccs1)c1ccc(F)cc1 (stereo not given)	-1.2%	-4.6%	1.4	-3.7%	26.9%	-5.3%	-9.1%	6.7%	1.5%
N#CC1(NC(=O)COc2ccc3oc4ccccc4c3c2)CCCCC1	-1.2%	-1.6%	0.6	-3.3%	4.4%	-12.3%	2.8%	?	6.6%
CCC(C)(C)c1ccc(OC(=O)c2cccnc2Cl)cc1	0.7%	?	-2.6	-10.8%	26.0%	-35.2%	-4.4%	-9.5%	10.6%
O=C(CSc1nnc(CNc2ccc(Cl)cc2)n1Cc1ccccc1)NCc1ccco1	-6.3%	-9.4%	3.9	-5.1%	17.0%	0.0%	-18.6%	6.6%	9.2%
COc1cc(OC)cc(-c2c(-c3cccs3)c3cc(-c4ccc5cc[nH]c5c4)ccc3n2C)c1	8.9%	.	0.1	.	4.0%	-9.8%	22.4%	.	-3.4%
Cc1cc(Oc2nc3ccccn3c(=O)c2/C=C(\C#N)C(=O)NC2CCS(=O)(=O)C2)ccc1Cl (stereo not given)	6.5%	66.6%[activator]	1.0	-0.8%	7.2%	?	-5.0%	41.1%	-10.7%
CCCCOc1ccc(Cl)cc1CSc1nncn1N	-11.2%	-2.7%	-1.8	-1.7%	43.6%[activator]	-21.6%	-5.5%	-2.0%	-3.0%
CC1CCCN(C(=O)COc2ccc3c(c2)OCO3)C1 (stereo not given)	-4.1%	?	1.0	2.3%	76.0%[activator]	-14.6%	-9.0%	-5.5%	6.8%
Cc1cc2ccccc2n1-c1ccc(C(=O)N2CCC(C(=O)NCc3ccccc3Cl)CC2)s1	3.9%	-5.4%	0.1	-7.7%	6.3%	-8.1%	-4.8%	-17.0%	.
CC1(C)CC(NC(=O)COc2ccc([N+](=O)[O-])cc2)CC(C)(C)N1	-4.0%	-6.0%	0.6	1.6%	47.6%[activator]	-13.5%	-1.6%	5.8%	4.7%
CC1CCN(CCCNC(=O)CN2C(=O)CSc3ccc(S(=O)(=O)N4CCC(C)CC4)cc32)CC1	4.9%&0.6%	-3.8%&-3.4%	0.6&-0.1	1.4%&1.5%	36.3%&14.8%	-0.2%&0.0%	-2.0%	4.5%&37.0%	9.5%
Cc1cc(NS(=O)(=O)c2ccc(NS(=O)(=O)c3ccc(Br)cc3)cc2)no1	0.9%	-8.2%	-0.1	-3.5%	1.9%	-40.9%	-6.8%	37.2%	3.3%
CCCCCN=C(C)c1c(O)c2ccccc2oc1=O	-1.0%	-6.9%	-0.4	-0.5%	7.6%	107.6%[activator]	-6.7%	10.6%	5.5%
CC(=O)NCCNc1nc(-c2ccccc2C)nc2ccccc12	.	.	.	0.1%	.	-16.7%	1.3%[60.1 µM]	.	-0.2%
Cc1cc(C(=O)CN2C(=O)c3ccccc3C2=O)c(C)n1C1CC1	-6.4%	-10.6%	-0.2	1.0%	12.7%	-0.8%	-7.8%	8.3%	-4.1%
Cc1cccc(NC(=O)c2cccc(S(=O)(=O)N3CCc4ccccc4C3)c2)n1	0.9%	.	0.9	.	7.2%	0.9%	-10.8%	.	13.3%
NC(=O)C(c1ccc(F)cc1)c1ccc(C(=O)c2ccccc2)cc1 (stereo not given)	10.3%	-11.5%	0.3	-5.9%	-17.1%	-11.9%	-4.6%	0.5%	45.3%[activator]
N/C(=N\OC(=O)/C=C/c1ccccc1)c1cccnc1	1.7%	-9.3%	-0.4	-4.1%	-3.2%	4.2%	-0.2%	-15.3%	-1.1%
CC(C)(C)c1nc(N)nc(=O)[nH]1	6.0%	12.0%	-0.7	-15.2%	15.0%	4.8%	7.4%	-5.7%	4.9%
CC(Oc1ccc2c(-c3ccccc3)cc(=O)oc2c1)C(=O)NC(Cc1c[nH]c2ccc(O)cc12)C(=O)O (stereo not given)	-5.0%	-12.5%	0.9	-3.5%	?	?	?	-1.4%	-9.1%
CCOC(=O)c1ncn2c1C(=O)OC2(C)C	0.6%	-2.4%	-0.6	1.3%	16.6%	?	-2.8%	15.4%	7.4%
CCc1ccc(OCc2nc(-c3ccc(OC)c(OC)c3)no2)c(Br)c1	1.4%	55.1%[activator]	2.3	-9.6%	15.2%	-23.9%	-9.4%	6.4%	.
COc1ccc(C2C(C(=O)Nc3ccc(C)cc3C)=C(C)Nc3nc(SCc4cccc(C)c4)nn32)c(OC)c1 (stereo not given)	2.0%	-5.5%	2.0	-3.3%	-1.7%	-10.2%	14.7%	10.3%	.
CC(C)CNC(=O)CCc1nc(-c2ccccc2)no1	?	-10.1%	-1.1	-5.3%	-23.0%[58.9 µM]	51.2%[activator]	-4.7%	-1.2%	2.6%
CCOc1ccc(/C=N/NC(=O)NC23CC4CC(CC(C4)C2)C3)cc1O	6.7%	?	-1.2	-10.2%	24.4%	?	-1.7%	16.3%	-13.2%
CCc1cc2cccc(C)c2nc1SCC(=O)NC1CCCC1	14.3%	7.4%	-1.2	1.3%	25.4%	-6.8%	-2.4%	18.3%	-5.1%[12.4 µM]
CC(=O)Nc1ccc(SCC(=O)OCC(=O)NC(=O)NCCC(C)C)cc1	-7.8%	-12.4%	0.0	0.8%	4.0%	3.0%	-2.8%	-3.8%	27.2%
Cc1nc2c(-c3ccc(F)cc3)c(C)nn2c(C)c1CCC(=O)N1CCOCC1	1.7%	-4.1%	0.3	-3.7%	19.4%	11.1%	-14.1%	8.8%	-0.6%
CSc1ccccc1NC(=O)CSCc1ccc(Br)cc1	-7.0%	2.0%	-0.4	-6.4%	13.4%	-4.0%	-5.9%	7.3%	-6.1%
COc1cc(OC)c2c(c1C(CCN1CCOCC1)c1ccc(N(C)C)cc1)OC(=O)CC2c1ccc(N(C)C)cc1 (stereo not given)	-5.6%	-5.2%&-9.3%	-0.6	-6.8%&-11.8%	-2.4%&9.2%	?	-1.6%&-10.6%	5.7%	-5.9%&-9.3%
CSC1=C(C#N)C(c2cccs2)CC(=O)N1C (stereo not given)	.	-13.9%	-0.1	-8.9%	.	.	.	3.5%	6.7%
Cc1ccc(OC(=S)Nc2ccc(F)cc2)cc1	8.7%	-12.7%	0.1	2.6%	-16.7%	9.7%	4.7%	7.2%	0.2%
O=C(O)c1cccc(NS(=O)(=O)c2ccc(-c3ccc(S(=O)(=O)Nc4cccc(C(=O)O)c4)cc3)cc2)c1	-1.9%	-4.3%	0.9	7.6%	?	-4.5%	50.1µM*	?	2.7%
CC(C1=C(CCN(C)C)Cc2ccccc21)c1ccccn1 (stereo not given)	-13.9%	.	.	.	33.7%[activator]	0.4%	-6.0%	.	.
CCOc1ccccc1N=Nc1c(C)[nH]n(-c2ccccc2)c1=O	3.5%	-4.2%	-0.2	-0.3%	-3.1%	.	-1.3%	16.7%	-5.8%
COCCCn1c(CCC(=O)O)ccc1-c1ccc(F)cc1	-6.7%	17.9%	0.3	-2.3%	11.6%	-5.1%	2.5%	-24.6%	2.5%
Cc1cc(C(=O)CCC(=O)N(C)CC(=O)Nc2ccc(OC(F)(F)F)cc2)c(C)s1	7.2%	.	0.4	.	14.0%	-29.4%	-9.6%	.	0.1%

An excerpt. The share of hits here may be higher or lower than overall.
